# CHOP UPR activ – activators of apoptotic arm of unfolded protein response (CHOP) | CHO-CHOP luciferase reporter, UPR activation, luminescence; percent of tunicamycin response over DMSO baseline | activation, % at 10 µM | 330,000 compounds, 0.34% hits | AID 449763;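 active = at 10 µM dose, activation of 40% or more, normalized to positive control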;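 also: 100% = tunicamycin at 10 µg/mL and 0% = DMSO alone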
#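 measured by = luciferase luminescence | assay system = CHO-CHOP cells, stable luciferase reporter of PERK-eIF2a-CHOP signalling | amount = 500 reporter cells seeded per well | timing = 6 h compound exposure at 37 °C after overnight seeding | controls = positive tunicamycin 10 µg/mL, negative DMSO alone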
# CCR6 antagonist – antagonists of human CCR6 receptor | P51684 | CHO-K1 CCR6 PathHunter beta-arrestin, luminescence, CCL20-stimulated | 340,000 compounds, 0.49% hits | inhibition, % at 20 µM | AID 493098;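 active = compounds whose inhibition of the agonist-driven luminescence signal at 20 µM reaches about 50%, limit read from the data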;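 also: cells stimulated with CCL20 at 14 nM final; plate controls were DMSO with CCL20 for no effect and DMSO without agonist for full effect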
# Target sequence (P51684 whole entry, looked up): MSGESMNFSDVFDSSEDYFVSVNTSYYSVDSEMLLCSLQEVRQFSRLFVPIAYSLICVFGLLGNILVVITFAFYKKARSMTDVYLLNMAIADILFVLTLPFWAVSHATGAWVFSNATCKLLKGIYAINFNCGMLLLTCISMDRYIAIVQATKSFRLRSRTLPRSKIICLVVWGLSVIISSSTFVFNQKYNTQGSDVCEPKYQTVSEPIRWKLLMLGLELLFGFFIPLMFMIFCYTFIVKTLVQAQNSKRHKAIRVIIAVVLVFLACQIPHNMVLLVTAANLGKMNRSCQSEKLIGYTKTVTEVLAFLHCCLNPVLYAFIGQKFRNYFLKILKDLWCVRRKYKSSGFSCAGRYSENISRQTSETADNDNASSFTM
# Mdm2-MdmX inh – human Mdm2/MdmX binding inhibition; O15151+Q00987; SaOS-2 split-luciferase Mdm2/MdmX complementation, luminescence; inhibition, % at 8 µM; 330,000 compounds, 3% hits;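 active = inhibition of at least 50% at 8 µM in the primary screen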
# Gli-Sufu antag – Gli-Sufu pathway antagonism; Sufu-KO-LIGHT fibroblasts, Gli luciferase reporter luminescence; 340,000 compounds, 0.74% hits; inhibition, % at 5 µM; AID 588413;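 active = inhibition above about 55%, limit read from the data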;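 also: 0% = DMSO-treated cells and 100% = wells with medium but no cells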
# XBP1 UPR activ – adaptive UPR (XBP1) activation; AID 463104; 330,000 compounds, 0.33% hits; CHO-XBP1 luciferase reporter, IRE1-XBP1 UPR activation, luminescence; percent of tunicamycin response, DMSO as zero; activation, % at 20 µM;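 active = versus positive control, 20 µM dose yields 30% or more activation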;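 also: 100% = tunicamycin at 10 µg/mL and 0% = DMSO only wells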
#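 Assay system: CHO-XBP1 luciferase reporter cells; Schedule: 6 h treatment, 37 °C; Detection: glow luminescence from Steady-Glo reagent; Benchmarks: high control tunicamycin 10 µg/mL final, low control DMSO vehicle only.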
# CXCR6 inh – inhibitors of human CXCR6 receptor | O00574 | CHO-K1 PathHunter CXCR6 beta-arrestin, luminescence | inhibition, % at 20 µM | 360,000 compounds, 0.36% hits | AID 602244; in the data active = inhibition above about 34%, passing the limit was not always enough;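 also: antagonist mode with CXCL16 agonist at 10 nM final; 0% = 10 nM CXCL16 with DMSO and 100% = unstimulated wells without agonist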
# Target sequence (O00574 whole entry, looked up): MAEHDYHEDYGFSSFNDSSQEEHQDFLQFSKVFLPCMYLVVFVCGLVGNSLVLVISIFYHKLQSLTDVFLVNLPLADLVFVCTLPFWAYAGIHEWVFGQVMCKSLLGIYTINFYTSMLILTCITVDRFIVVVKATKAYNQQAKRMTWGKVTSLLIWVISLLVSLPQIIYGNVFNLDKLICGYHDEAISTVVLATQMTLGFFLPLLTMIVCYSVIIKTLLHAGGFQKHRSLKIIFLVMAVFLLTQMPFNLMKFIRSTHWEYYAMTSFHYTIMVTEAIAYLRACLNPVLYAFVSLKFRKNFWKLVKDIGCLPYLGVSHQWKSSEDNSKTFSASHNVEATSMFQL
# EBI2 antag – antagonists of human EBI2 receptor; P32249; 360,000 compounds, 0.81% hits; EBI2 beta-arrestin recruitment, luminescence, 7a,25-OHC stimulated; inhibition, % at 5 µM; in the data active = inhibition above about 38%;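 also: enzyme fragment complementation signal reports receptor beta-arrestin coupling in cells; 0% = agonist plus DMSO wells and 100% = wells without agonist; some results beyond the cut were filed as inactive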
# Target sequence (P32249 whole entry, looked up, the tested form may be a part): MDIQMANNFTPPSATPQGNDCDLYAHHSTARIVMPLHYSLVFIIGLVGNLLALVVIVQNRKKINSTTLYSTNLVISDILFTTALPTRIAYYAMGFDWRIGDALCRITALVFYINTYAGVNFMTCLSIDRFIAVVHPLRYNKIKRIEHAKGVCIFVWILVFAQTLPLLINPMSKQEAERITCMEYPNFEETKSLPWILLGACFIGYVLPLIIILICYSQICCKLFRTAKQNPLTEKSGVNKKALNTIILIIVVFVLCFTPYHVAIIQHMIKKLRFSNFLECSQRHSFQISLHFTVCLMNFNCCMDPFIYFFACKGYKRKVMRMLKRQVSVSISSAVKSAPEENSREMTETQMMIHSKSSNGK
# 697 NFkB inh – lowers PMA/ionomycin-induced NF-kB signal in 697 B cells; 697 B-cell NF-kB luciferase reporter, 16 h; inhibition, % at 4 µM; 330,000 compounds, 0.33% hits; in the data active = inhibition above about 35%
# Jurkat NFkB inh – lowers PMA/ionomycin-induced NF-kB signal in Jurkat cells | PMA/ionomycin-induced NF-kB luciferase reporter, luminescence | inhibition, % at 4 µM | 330,000 compounds, 0.53% hits | AID 435003; in the data active = inhibition above about 50%
# Active calls of the source: *; / = no result given.
SMILES,CHOP UPR activ,CCR6 antagonist,Mdm2-MdmX inh,Gli-Sufu antag,XBP1 UPR activ,CXCR6 inh,EBI2 antag,697 NFkB inh,Jurkat NFkB inh
COCCn1c(SCC(=O)N2CCCC2=O)nc2sc(C)c(C)c2c1=O,0.9,0,26,13,-2,9,-6,-10,18
Clc1ccc(C2[C@H]3CN(CC4CCCCC4)[C@H](c4ccccc4)C34CC2(c2ccccc2)C4)cn1 (some centres not stated),3.1,4,1,11,-4,-4,-5,-12,-1
CCN1CCN(C(=S)Nc2ccc(C(C)=O)cc2)CC1,-0.4,-3,10,-1,-3,-8,-3,11,-9
Cc1cccc(C(=O)Nc2ccccc2C(=O)Nc2ccc(C(=O)O)cc2)c1,1.3,10,3,0,-4,6,3,-1,12
COc1cc(OC)c(OC)cc1CNC1CCCCCC1,-1.1,-5,-3,8,-1,2,1,6,5
Cn1c(SCC(=O)NC2CCCCC2)nnc1-c1ccccc1F,-0.9,4,24,-7,1,4,-10,15,14
CN(C)S(=O)(=O)c1ccc2c(c1)nc1n2CCC1,-5.1,7,21,-12,-2,4,2,9,-4
Cc1cc(C(=O)O)ccc1-c1ccc(/C=C2\NC(=O)N(Cc3ccc(F)cc3)C2=O)o1,1.9,14,-19,9,1,1,3,2,4
CSc1cccc(NC(=O)c2[nH]c(C)c(C(C)=O)c2C)c1,8.6,12,-15,-28,2,-2,6,-40,-57
COc1cc(C(=O)OCC(=O)Nc2ccc3c(c2)OC(F)(F)O3)ccc1OCc1c(C)noc1C,2.1,-8,35,3,-4,1,-2,16,-7
COCCCNC(=O)c1ccc2c(c1)ncn2-c1ccccc1OC,-0.8,7,-6,19,1,-2,-1,1,5
Cc1ccc([N+](=O)[O-])cc1NC(=O)CCCOc1ccccc1,-3.7,18,4,7,-4,18,21,-2,-2
Cc1ccc(S(=O)(=O)Nc2ccc3c(c2)CC(=O)N([C@H](C)CO)C[C@@H](C)[C@H](CN(C)Cc2ccc(-c4ccccc4)cc2)O3)cc1,7.2,-18,82*,-5,23,-1,11,-8,-24
CC(Oc1ccc2ccc(=O)oc2c1)C(=O)NCC1CCC(C(=O)O)CC1 (configuration not stated),1.2,8,19,-1,-2,2,-10,4,-15
COc1ccc(F)cc1S(=O)(=O)N1CCC(C(N)=O)CC1,-0.8,1,11,-2,-2,2,0,0,11
Clc1ccc(CSc2nncn2-c2ccccn2)cc1,2.2,-32,3,-21,1,-8,-88,-2,9
O=C(NCc1cccc(F)c1)c1cccc2c1C(=O)c1ccc(Cl)cc1S2(=O)=O,1.7,-2,-11,-10,0,1,-10,9,12
CC(C)C(=O)N1CCC2(CC1)Oc1ccc(F)cc1C(=O)C21CC(c2ccc(Cl)cc2)=NO1 (configuration not stated),-1.6,10,7,-6,-2,18,9,7,9
CC(=O)c1ccc(S(=O)(=O)N2CCNC(=O)C2)cc1,-0.5,-6,18,-1,-2,4,3,18,3
Cc1ccccc1S(=O)(=O)Cc1ccc(C(=O)NCc2ccccc2)o1,1.7,10,9,-7,-1,-2,13,-12,5
O=C1C=C(NCCc2cc(Br)c(O)c(Br)c2)C(=O)c2ncccc21,/,35,/,8,/,13,-20,/,/
COc1ccc(CNC(=O)c2csc(Cc3ccccc3)n2)cc1,0.4,8,-8,-24,1,2,4,-11,-34
COc1cc(/C=N/NC(=O)c2cc3ccccc3[nH]2)ccc1O,3.5,14,8,-4,-1,-11,-3,1,-8
O=C(Nc1cccc(F)c1)c1cc(S(=O)(=O)N2CCC(C(=O)O)CC2)ccc1F,-0.5,-6,15,-1,1,-6,-9,15,-7
Cc1cc(C)cc(NC(=O)C(=S)NCc2ccccc2)c1,5.2,7,-16,24,-1,-2,10,16,1
CCOc1ccc(NC(=O)CSC2=C(C#N)C(c3ccc4c(c3)OCO4)CC(=O)N2)cc1 (configuration not stated),0.5,10,13,-3,-2,4,-3,-30,-8
Cc1ccc(Cn2ccc(NC(=O)c3cc(C4CC4)on3)n2)cc1,3.6,5,16,-11,0,0,17,-5,-8
CCC1=NC(c2ccc(Br)cc2)N(O)C1(C)C (configuration not stated),-0.9,32,-16,5,-2,22,10,-10,-22
CCc1cc2c(COC(=O)c3cccc(NS(C)(=O)=O)c3)cc(=O)oc2cc1O,0.5,5,14,-6,3,5,-1,-8,2
CON=C1C=C(C)C(=O)C(C)=C1C,/,-3,/,2,/,-25,-18,/,/
COc1cccc2c(Cl)c(CC=C(Cl)Cl)c(C)nc12,3.0,18,20,-11,6,-4,18,10,-5
COC(=O)c1ccc(N2C(=O)Nc3ccccc3N2O)cc1,-1.6,12,2,-4,-1,-10,-19,-6,-15
Cc1ccccc1NC(=S)N1CCCC1,1.3,-2,-3,1,-2,-10,-6,8,-5
CCCCC(=O)NC(NC(=S)N1CCOCC1)C(Cl)(Cl)Cl (configuration not stated),0.4,-4,11,4,0,-10,11,7,-6
COc1ccc(-c2sc(NC(=O)c3ccc(C)cc3)nc2-c2ccc([N+](=O)[O-])cc2)cc1,-0.1,52*,-2,6,0,20,7,-5,8
O=C(Nc1ccccc1O)c1ccc(C(=O)c2ccccc2)o1,5.5,5,15,7,4,-3,1,-14,-34
CC(=O)Nc1nnc(SCC(=O)NCc2ccc3c(c2)OCO3)s1,-1.1,7,4,0,-3,-2,-26,-2,-5
Clc1ccc(Oc2nnnn2-c2ccccc2)cc1,3.5,3,-26,6,0,1,-4,21,-2
O=C(CN1CCC(n2nnc3cc(F)ccc32)CC1)NC1CC1,-1.2,8,12,-4,-2,7,0,27,1
CCC(C)Nc1nc2c(c(=O)[nH]c(=O)n2C)n1CCCc1ccccc1 (configuration not stated),-1.5,-3,-7,-24,-4,-5,5,-1,-17

# Some of these compounds in order of the Jurkat NFkB inh value, high to low.
smiles	CCR6 antagonist	Mdm2-MdmX inh	XBP1 UPR activ	CXCR6 inh	EBI2 antag	697 NFkB inh	Jurkat NFkB inh
COc1ccc(-c2sc(NC(=O)c3ccc(C)cc3)nc2-c2ccc([N+](=O)[O-])cc2)cc1	52*	-2	0	20	7	-5	8
CCc1cc2c(COC(=O)c3cccc(NS(C)(=O)=O)c3)cc(=O)oc2cc1O	5	14	3	5	-1	-8	2
Cc1cc(C)cc(NC(=O)C(=S)NCc2ccccc2)c1	7	-16	-1	-2	10	16	1
Cc1ccccc1NC(=S)N1CCCC1	-2	-3	-2	-10	-6	8	-5
O=C(Nc1cccc(F)c1)c1cc(S(=O)(=O)N2CCC(C(=O)O)CC2)ccc1F	-6	15	1	-6	-9	15	-7
COC(=O)c1ccc(N2C(=O)Nc3ccccc3N2O)cc1	12	2	-1	-10	-19	-6	-15

# Further structures.
SMILES,CHOP UPR activ,CCR6 antagonist,Mdm2-MdmX inh,Gli-Sufu antag,XBP1 UPR activ,CXCR6 inh,EBI2 antag,697 NFkB inh,Jurkat NFkB inh
Cc1cc(C(C)(C)C)cc(S(=O)(=O)Nc2cccc(C(=O)O)c2)c1C,-0.6,0,4,3,-1,-3,-4,19,11
Cc1c(NC(=S)NC(=O)c2cc3ccccc3o2)c(=O)n(-c2ccccc2)n1C,0.8,6,1,-7,-2,-23,0,9,7
CCCC(=O)Nc1ccccc1NC(C)=O,-0.5,5,2,0,0,3,1,14,3
Cc1cc(C)nc(NC(=O)C(C)C)n1,1.3,-10,11,-33,-2,-10,6,0,-7
Fc1ccc(-c2ccc(/C=N/n3cnnc3)o2)cc1,0.9,-4,-1,1,-1,1,-6,8,10
O=C(CC(O)(c1ccccc1)C(F)(F)F)c1cccs1 (configuration not stated),-0.1,5,-12,-25,2,-3,8,-12,-4
Cc1ccc(N2CC(c3nc4ccccc4[nH]3)CC2=O)c(C)c1 (configuration not stated),-0.3,17,20,50,-1,-3,0,9,2
O=C(Nc1ccc2c(c1)OCCO2)N1CCN(c2ccccc2)CC1,1.2,1,-47,-17,-1,-4,1,-26,0
C=C1CCN([C@@H](CC(C)C)C(=O)Nc2nc3ccc(Cl)cc3s2)S(=O)(=O)c2ccccc21,1.6,-17,28,20,0,5,-17,20,-6
CCN(CC)C(=O)C1CCN(CC2CC=CCC2)CC1 (configuration not stated),-2.0,16,0,-13,-2,7,-6,-8,-6
O=C(NCc1ccco1)C1CCN(C(=O)c2ccc(Cl)cc2)CC1,-0.7,11,-26,15,-3,4,17,1,-10
Cc1ccnc(SCC(=O)N2CCN(c3cccc(Cl)c3)CC2)n1,-0.7,-3,-1,8,3,-1,-1,8,2
CCCCC(c1nnnn1CCOC)N1CCN(C)CC1 (configuration not stated),0.7,0,-1,-10,-2,3,-1,-10,-11
CC(C(=O)Nc1ccc2c(c1)OCO2)N(C)CC(=O)Nc1ccc(Cl)cc1 (configuration not stated),/,4,/,-1,/,0,-8,/,/
CCOc1ccc(CCNC(=O)COC(=O)COc2ccc(C#N)cc2)cc1OCC,0.6,8,-24,-8,3,-1,-3,0,-2
CC(=O)Oc1ccc(/C(C)=N/N2CCN(Cc3ccc(C)cc3)CC2)cc1,2.8,11,-8,-3,-3,3,-6,-2,-4
Cc1ccc(S(=O)(=O)N2CCN(C(=O)c3cc(-c4cccs4)nn3-c3ccccc3)CC2)cc1,5.5,7,67*,19,1,5,-12,-12,21
C=C(C)COc1ccc(-c2ncnc(C(F)(F)F)c2-c2ccc(OC)cc2)c(O)c1,0.7,9,40,-8,3,3,22,4,-2
Cc1ccc(C)c(NS(=O)(=O)c2ccc(OCC(=O)NCC3CCCO3)cc2)c1 (configuration not stated),1.9,7,13,4,-2,2,-17,-16,3
CCC(=O)NCCn1c(C)cc2ccccc21,0.3,11,20,0,-2,0,-1,1,1
c1ccc2c(c1)SCc1nnc(-c3ccncc3)n1-2,-0.3,-8,0,4,1,-10,0,-11,-15
O=C(CSc1ccc2nnc(-c3ccccn3)n2n1)Nc1ccccc1,0.5,0,19,-7,-4,-12,55*,-5,-3
CCOC(=O)N1CCC(NC(=O)C2CCCN(S(=O)(=O)c3ccc4c(c3)oc(=O)n4C)C2)CC1 (configuration not stated),2.9,-1,-13,14,-5,0,-5,-4,8
Cc1cc(NC(=O)NCc2ccccc2)c(=O)n(Cc2ccc(F)cc2)c1,6.5,11,44,3,0,-2,9,15,0
Cc1ccc[n+](-c2nc([O-])sc2/C=N/Nc2ccc([N+](=O)[O-])cc2)c1,0.4,43,9,1,-5,35,12,16,-7
CCC(C)NC(=O)CN(c1cc(C)cc(C)c1)S(=O)(=O)c1c(C)[nH]c(=O)[nH]c1=O (configuration not stated),0.9,10,-20,5,-1,-2,3,22,2
Cc1ccc(OCCC(=O)N(Cc2ccccc2)c2c(N)n(Cc3ccccc3)c(=O)[nH]c2=O)cc1,0.0,3,18,6,-1,4,-9,-11,15
CCc1nc(=O)c(-c2ccccc2)c(C)n1-c1ccccc1,3.8,-4,5,10,0,-8,-1,13,2
CCn1c(SCC(=O)c2ccc(OC)cc2)nnc1C(C)NC(=O)c1ccc(OC)cc1 (configuration not stated),-0.2,6,14,28,-2,-4,-11,5,-14
Cc1ccc(C(=O)C2(C)C3c4cc(Br)ccc4OC(=O)C32C(=O)c2ccco2)cc1 (configuration not stated),-0.4,8,15,6,-6,12,15,12,10
Nc1nc(-c2cc3ccccc3o2)cs1,2.6,1,-95,-86,-2,1,-5,-65,-98

# Taken from above:
# 697 NFkB inh with Cc1cc(C)nc(NC(=O)C(C)C)n1 reads 0
# 697 NFkB inh with COc1cccc2c(Cl)c(CC=C(Cl)Cl)c(C)nc12 reads 10

# From PubChem
